Bioassay records: PubChem, several laboratories
GalR3 antag: human GalR3 antagonism; inhibition, % at 3 µM; AID 651719; 360,000 tested, 0.44% active; HEK293 GalR3-CNG cAMP membrane potential fluorescence; galR3 body fused to GalR1 C-terminus; O60755;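 active = inhibition above the screen-wide average plus 3 SD, cut at about 13% in these data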;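 note: forskolin and galanin both at EC90 stimulate the cells; cAMP rise reported by CNG channel membrane potential dye signal; 0% = forskolin plus galanin with DMSO and 100% = forskolin alone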
Target sequence (O60755 1-299 limits assumed): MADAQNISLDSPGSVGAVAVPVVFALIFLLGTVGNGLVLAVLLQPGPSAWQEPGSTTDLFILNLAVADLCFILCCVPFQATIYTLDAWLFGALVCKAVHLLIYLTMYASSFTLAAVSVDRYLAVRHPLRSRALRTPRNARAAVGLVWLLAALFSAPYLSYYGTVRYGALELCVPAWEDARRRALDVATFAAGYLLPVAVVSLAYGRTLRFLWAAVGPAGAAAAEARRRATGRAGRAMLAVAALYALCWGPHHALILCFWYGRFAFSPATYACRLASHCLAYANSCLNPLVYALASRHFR
V1R ag counter: activates human V1a receptor in oxytocin agonist counter-screen; P37288; CHO-V1R cells, Fluo-8 calcium fluorescence, agonist mode; 0% DMSO, 100% 3 nM vasopressin; activation, % at 3 µM; 320,000 tested, 0.25% active;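 active = activation above the mean activation of all tested compounds plus 3 SD, per screening run, cut at about 20% in these data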;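 note: signal is peak over basal fluorescence ratio across a 100 second FLIPR read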
NALP1 inh: inhibitors of NALP1 inflammasome in yeast. S. cerevisiae NALP1/ASC/caspase-1 growth, X-gal OD620, 72 h. inhibition, % at 10 µM. 280,000 tested, 0.61% active. AID 2071; in the data active = inhibition mostly above about 24%, no sharp cut-off; inactive = mostly below about 32%; note: some compounds called inactive have numbers as strong as hits
OXTR potentiator: human OXTR potentiation; CHO-OTR cells, Fluo-8 calcium fluorescence, potentiator mode; 0% = oxytocin EC15, 100% = EC100; activation, % at 3 µM; 320,000 tested, 0.061% active; AID 2445;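 active = activation above that plate's cutoff, the mean activation of tested compounds plus 3 SD, cut at about 6.6% in these data, passing the limit was not always enough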;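 note: 100% uses oxytocin at 75 nM as the full agonist control; some results filed as inactive read as strong as hits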
Target sequence (P30559 whole entry, looked up): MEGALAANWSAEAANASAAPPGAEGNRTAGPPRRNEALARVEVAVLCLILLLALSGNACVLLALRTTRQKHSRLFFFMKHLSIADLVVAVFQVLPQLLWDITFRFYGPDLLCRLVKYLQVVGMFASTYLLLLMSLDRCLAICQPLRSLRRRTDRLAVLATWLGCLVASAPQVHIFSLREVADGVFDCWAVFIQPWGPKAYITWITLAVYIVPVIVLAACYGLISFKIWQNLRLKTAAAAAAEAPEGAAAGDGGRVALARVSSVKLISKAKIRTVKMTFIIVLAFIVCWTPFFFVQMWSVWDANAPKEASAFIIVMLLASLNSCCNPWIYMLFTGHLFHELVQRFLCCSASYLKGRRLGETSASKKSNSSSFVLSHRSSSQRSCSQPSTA
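Measured by – Fluo-8 calcium dye fluorescence · Test system – human OTR in CHO cells · Dosing – one concentration, 3.0 µM compound · Controls – EC15 oxytocin alone as 0%, 75 nM oxytocin as 100% · Evaluation – normalized max/min fluorescence ratio, % activation · Timing – 6 min pre-incubation, 100 s read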
M18AAP inhibitor: blocks P. falciparum M18 aspartyl aminopeptidase; AID 1822; 290,000 tested, 1.2% active; inhibition, % at 7.35 µM; recombinant PfM18AAP, H-Glu-NHMec fluorogenic cleavage;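 active = inhibition above the campaign mean inhibition over all tested compounds plus 3 SD, cut at about 28% in these data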;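 note: 0% = plate median of test compound wells and 100% = 2 mM ZnCl2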
GPR7 antag: blocks human GPR7 receptor signaling; AID 1861; inhibition, % at 4.4 µM; GPR7-expressing cells, fluorescence antagonist assay; P48145; 290,000 tested, 1.1% active; in the data active = inhibition above about 16%, passing the limit was not always enough;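 note: cells stimulated with the agonist NPW; 0% = agonist with vehicle and 100% = vehicle without agonist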
Target sequence (P48145 whole entry, looked up): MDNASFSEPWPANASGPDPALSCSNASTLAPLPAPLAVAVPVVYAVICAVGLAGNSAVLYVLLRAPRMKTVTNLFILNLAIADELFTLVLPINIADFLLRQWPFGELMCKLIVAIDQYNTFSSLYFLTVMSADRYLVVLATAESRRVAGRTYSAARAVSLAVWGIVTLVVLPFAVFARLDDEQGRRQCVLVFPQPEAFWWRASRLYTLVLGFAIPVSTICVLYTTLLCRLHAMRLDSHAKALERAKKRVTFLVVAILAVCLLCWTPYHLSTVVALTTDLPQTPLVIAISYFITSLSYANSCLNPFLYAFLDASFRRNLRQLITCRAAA
OXTR agonist: agonists of human oxytocin receptor; P30559; CHO-OTR cells, Fluo-8 calcium fluorescence; normalized: DMSO 0%, oxytocin 100%; activation, % at 3 µM; 320,000 tested, 0.32% active;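 active = activation above the mean of all tested compounds plus 3 SD, cutoff set per screening run, cut at about 20% in these data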;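 note: peak over basal fluorescence ratio from a 100 s FLIPR kinetic read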
MEKK2 WT-MEK5: raises or lowers MEK5 binding to wildtype human MEKK2 PB1 domain; bead flow cytometry, Alexa488-MEK5 binding to MEKK2 WT; actives lie on both sides; Q9Y2U5; binding response (% of control), % at 10 µM; 290,000 tested, 1.1% active; in the data active = binding response below about 67% or above about 130%
MEKK2mut PB1 HTS: signal of MEK5 binding to mutant human MEKK2 PB1 domain | bead flow cytometry, Alexa488-MEK5 binding to MEKK2 mutant | percent response, % at 10 µM | 290,000 tested, 0.35% active; in the data active = percent response above about 24%, passing the limit was not always enough; note: inactives centre near 1; some results filed as inactive read as strong as hits
* = called active by the depositor; nt = not tested or not shown. Compounds were not picked by outcome. Share with any hit: about 4.1%.

SMILES | GalR3 antag | V1R ag counter | NALP1 inh | OXTR potentiator | M18AAP inhibitor | GPR7 antag | OXTR agonist | MEKK2 WT-MEK5 | MEKK2mut PB1 HTS
Nc1cc(Nc2ccccc2)c2nonc2c1[N+](=O)[O-] | -9 | 0.3 | 20 | -10 | -6 | 3 | -0.6 | 96 | -2
CCNC(=S)N(CCc1c(C)[nH]c2ccc(Cl)cc12)Cc1cccnc1 | -9 | 4.1 | 13 | -7 | -7 | 4 | 1.6 | 127 | 29*
Cc1ccc(S(=O)(=O)N2CCN(C(=O)CN3CCN(C)CC3)C2)cc1 | 3 | 0.8 | 6 | 0 | 4 | 13 | 0.0 | 97 | -6
Cc1nc2ccc(S(=O)(=O)Nc3ccc(-c4nc5cccnc5s4)cc3)cc2s1 | nt | 1.1 | 35 | -4 | -5 | -3 | 1.7 | 104 | -2
O=C(COC(=O)c1nc(Cl)ccc1Cl)NC1CCCCCC1 | -3 | -1.4 | nt | -8 | nt | nt | -2.4 | nt | nt
Cc1c(NC(=O)C(C)Sc2ccc3ccccc3n2)c(=O)n(-c2ccccc2)n1C (configuration not stated) | 1 | -0.5 | 3 | -11 | 7 | 2 | -1.4 | 91 | -9
CCOC(=O)/C(C#N)=N/Nc1ccccc1C(=O)O | -7 | -0.5 | -49 | -6 | -2 | -2 | -0.6 | 99 | -5
CCOc1ccccc1NC1=NCC(=O)N1Cc1ccc(F)cc1 | -1 | -1.0 | -6 | 1 | 0 | -2 | 0.7 | 104 | 4
CCOC(=O)/C(C#N)=C/N1CCOCC1 | -6 | 0.7 | -6 | -2 | 1 | -9 | 0.0 | 101 | 2
O=C(Nc1cccc2cccnc12)c1ccccc1Br | 5 | -0.6 | nt | 2 | nt | nt | -3.2 | nt | nt
O=C(Nc1cnn(Cc2ccc(Cl)c(Cl)c2)c1)C12CC3CC(CC(C3)C1)C2 | -2 | 1.9 | -52 | -14 | -2 | -14 | -1.0 | 92 | 1
COCCN(C(=O)c1ccc2ccccc2c1)c1c(N)n(Cc2ccccc2)c(=O)[nH]c1=O | 3 | -0.4 | 12 | -3 | 4 | -14 | 0.5 | 96 | -8
CN(C)S(=O)(=O)c1cccc(NC(=O)COc2ccc(S(=O)(=O)N3CCOCC3)cc2Cl)c1 | -5 | 5.0 | nt | -6 | nt | nt | 8.1 | nt | nt
CCc1cc(=O)oc2cc(OCC=C(C)C)ccc12 | -6 | -0.6 | 26 | 1 | -6 | 8 | -2.2 | 97 | 0
O=C(c1cc(COc2ccc3ncccc3c2)on1)N1CCC[C@H]1CO | -1 | 12 | -7 | -13 | 6 | -7 | 10 | 95 | -3
CCOc1nc(-c2ccccc2)ccc1-c1noc(-c2ccco2)n1 | 2 | -1.4 | 3 | -6 | 13 | -2 | -0.4 | 104 | 5
O=C(Cn1c(=O)n(-c2ccccc2)c(=O)n1CC(=O)N1CCCCC1)N1CCCCC1 | 2 | -0.3 | -1 | -4 | 4 | -13 | -0.1 | 100 | -1
COC(=O)Cc1ccc(NC(=S)NN2CCOCC2)cc1 | 1 | 0.1 | 2 | -4 | -2 | -4 | -0.7 | 109 | 19
Cc1cccc2nc(C(F)(F)F)nc(=O)n12 | -5 | 1.8 | 1 | -16 | 3 | -4 | -0.4 | 107 | 13
Cc1cc(=O)oc(C)c1C(=O)NCc1ccco1 | 0 | 1.1 | -9 | -1 | 12 | -19 | 0.9 | 106 | 2
CC(C)(C)C(=O)N1CCN(c2ncccc2C(F)(F)F)CC1 | -4 | 6.0 | -16 | -3 | -7 | -4 | -1.2 | 108 | 5
COc1cccc(N2C(=O)C3CCCN3C2c2ccc(Cl)cc2)c1 (configuration not stated) | 4 | -0.3 | -5 | -3 | -4 | -4 | -0.5 | 104 | -1
CC1CCN(C(=O)c2ccc(SCc3ccccc3F)c([N+](=O)[O-])c2)CC1 | -3 | 0.9 | 23 | -14 | 0 | -1 | -2.3 | 96 | -2
Cn1c(Cc2ccccc2)nnc1SCC(=O)Nc1cccc(S(=O)(=O)NC2=NCCCCC2)c1 | -1 | 0.3 | -2 | 6 | 0 | -3 | 0.6 | 102 | 0
Nc1cccc(-c2nc3ccc(N)cc3s2)c1 | -4 | 2.1 | 7 | -11 | 5 | -8 | -1.4 | 99 | 0

Next part, overlapping the part above by 2 compounds.
SMILES | GalR3 antag | V1R ag counter | NALP1 inh | OXTR potentiator | M18AAP inhibitor | GPR7 antag | OXTR agonist | MEKK2 WT-MEK5 | MEKK2mut PB1 HTS
Cn1c(Cc2ccccc2)nnc1SCC(=O)Nc1cccc(S(=O)(=O)NC2=NCCCCC2)c1 | -1 | 0.3 | -2 | 6 | 0 | -3 | 0.6 | 102 | 0
Nc1cccc(-c2nc3ccc(N)cc3s2)c1 | -4 | 2.1 | 7 | -11 | 5 | -8 | -1.4 | 99 | 0
N#Cc1c(-c2ccccc2)c(-c2ccccc2)nn(CC(=O)NNC(=O)Nc2ccc(Cl)c(Cl)c2)c1=O | -6 | 1.4 | 13 | -10 | -7 | -8 | -0.3 | 92 | 1
O=S(=O)(c1ccc(Cl)cc1)N1CCN2CCCC2C1 (configuration not stated) | -5 | 0.7 | 0 | -6 | 0 | -16 | -0.2 | 108 | 5
CCOC(=O)c1[nH]c(C)c(C(=O)OCC(=O)N2CCCCC2C)c1C (configuration not stated) | -1 | 0.3 | -3 | -10 | 2 | 1 | 0.9 | 107 | 4
CCOc1ccc(CCNC(=O)c2ccc(F)c(S(=O)(=O)N3CCOCC3)c2)cc1OCC | -3 | 2.6 | 14 | 0 | -12 | 6 | 2.5 | 109 | 10
COCCC(C(=O)Oc1c(C(C)(C)C)cc(C)cc1C(C)(C)C)c1ccccc1 (configuration not stated) | -4 | 0.6 | nt | -4 | nt | nt | 0.3 | nt | nt
CC(=O)c1cccc(NC(=O)C(=O)c2cn(CC(=O)N3CCCCC3)c3ccccc23)c1 | -1 | -0.3 | -4 | -3 | -16 | -5 | -0.5 | 99 | -3
Cc1ccc(S(=O)(=O)N2CCOCC2)cc1C(=O)NCc1ccc(F)cc1 | -6 | 0.3 | 5 | -4 | 2 | -6 | 0.0 | 103 | 1
Cc1cc(C)n(Cc2cnc(N3CCOCC3)s2)n1 | 3 | -0.4 | 6 | 2 | -15 | 5 | -0.7 | 102 | -47
COc1cccc(C(=O)NCC(=O)N/N=C/c2c(C)[nH]c3ccccc23)c1 | 2 | 3.1 | 16 | -11 | 5 | 9 | -0.8 | 103 | -1
CC1=NN(C(=O)CSCc2ccccc2)C(O)(c2ccccc2)C1 (configuration not stated) | -9 | 0.5 | -2 | -9 | 9 | 3 | -0.7 | 99 | 0
CC(C)(C)NC(=S)NCc1ccco1 | -1 | 0.3 | 10 | -1 | 0 | 2 | 1.6 | 80 | -3
Cc1ccc(CN(C)c2nc(-c3cccnc3)nc3ccccc23)o1 | -6 | 0.8 | -7 | 1 | 6 | -19 | 1.1 | 100 | 4
Cc1ccccc1C(=O)O | 2 | 1.2 | nt | -1 | nt | nt | 1.2 | nt | nt
CC(C)NS(=O)(=O)c1ccc(CCC(=O)NCc2ccc3c(c2)OCO3)cc1 | -9 | 0.7 | -4 | -3 | 6 | -11 | 1.5 | 101 | -3
CCCCn1c(=O)[nH]c(=O)c2c1nc(-c1ccc(C)c([N+](=O)[O-])c1)n2CC | -1 | -1.6 | -8 | 0 | 15 | 5 | -2.2 | 91 | -7
Cc1cc(C)nc(NC(=O)c2cnc3sccn3c2=O)n1 | 5 | 1.0 | 26 | -5 | 3 | -2 | -0.2 | 108 | 7
COc1ccc(NC(=O)c2cc3c(=O)n4ccccc4nc3n2C)cc1OC | -2 | 1.1 | -4 | -21 | 1 | -15 | -0.5 | 98 | 1
COC(=O)C1=C(C)N(Cc2ccccc2)C(=NCc2cccc(C(F)(F)F)c2)N[C@H]1c1cccc(F)c1 | -9 | 6.6 | 14 | -6 | 9 | 38* | 18 | 208* | 89*
O=C1OC(CN2CCOCC2)CN1N=Cc1ccc([N+](=O)[O-])o1 (configuration not stated) | -2 | 0.4 | nt | -4 | nt | nt | -0.1 | nt | nt
COc1cccc(NC(=O)CSc2nc3c(sc4ccccc43)c(=O)n2CCN(C)C)c1 | 4 | -0.3 | 12 | -2 | 5 | 3 | -2.2 | 147* | 28
O=C(Nc1ccccn1)c1cccc(S(=O)(=O)N2CCCc3ccccc32)c1 | -7 | 0.8 | nt | -4 | nt | nt | -1.2 | nt | nt
CC(=O)c1ccc(N2CCN(C(=O)c3ccc(C(=O)c4ccccc4)cc3)CC2)cc1 | 4 | 5.6 | nt | -10 | nt | nt | 6.2 | nt | nt
CC(=O)c1sc(N/N=C2\CC3CCC2(C)C3(C)C)nc1C (configuration not stated) | 0 | -1.6 | 0 | -20 | 6 | -14 | 12 | 82 | -12
Cc1ccc2c(c1)N(CC(=O)NCCCN1CCN(C)CC1)C(=O)CO2 | -8 | 1.3 | 15 | -3 | -5 | -6 | 1.0 | 99 | 1
COc1cccc(-c2ccc(SCC(=O)NC3CCCC3)nn2)c1 | -1 | 0.6 | -5 | 5 | 4 | -14 | -2.1 | 101 | 6
CCCCNc1nc(C)c(C(C)=O)cc1C#N | -4 | -1.2 | 6 | -5 | -12 | -8 | -0.2 | 84 | -7
CCOc1ccc(N(C(=O)c2ccc(S(=O)(=O)N3CCCC3)cc2)C2C=CS(=O)(=O)C2)cc1 (configuration not stated) | -2 | 1.0 | 4 | -3 | -9 | -2 | -0.6 | 103 | 2
CN(C(=O)CSc1nnc(-c2cccc(F)c2)n1N)C1CCS(=O)(=O)C1 (configuration not stated) | 2 | 0.1 | 17 | -12 | -1 | -13 | 0.2 | 106 | 6
N#CC(=C=[N-])C1=C(C#N)C(c2ccccc2F)C([n+]2ccccc2)C(O)(C2CC2)N1 (configuration not stated) | -5 | 0.0 | 8 | 0 | 0 | -5 | 1.4 | 104 | 6

Retrieved one by one from the list above:
SMILES | GalR3 antag | V1R ag counter | NALP1 inh | OXTR potentiator | M18AAP inhibitor | GPR7 antag | OXTR agonist | MEKK2 WT-MEK5 | MEKK2mut PB1 HTS
COc1cccc(-c2ccc(SCC(=O)NC3CCCC3)nn2)c1 | -1 | 0.6 | -5 | 5 | 4 | -14 | -2.1 | 101 | 6
CCOc1ccccc1NC1=NCC(=O)N1Cc1ccc(F)cc1 | -1 | -1.0 | -6 | 1 | 0 | -2 | 0.7 | 104 | 4

Entries above that have an aryl methoxy group (five):
SMILES | GalR3 antag | V1R ag counter | NALP1 inh | OXTR potentiator | M18AAP inhibitor | GPR7 antag | OXTR agonist | MEKK2 WT-MEK5 | MEKK2mut PB1 HTS
COc1cccc(N2C(=O)C3CCCN3C2c2ccc(Cl)cc2)c1 (configuration not stated) | 4 | -0.3 | -5 | -3 | -4 | -4 | -0.5 | 104 | -1
COc1cccc(C(=O)NCC(=O)N/N=C/c2c(C)[nH]c3ccccc23)c1 | 2 | 3.1 | 16 | -11 | 5 | 9 | -0.8 | 103 | -1
COc1ccc(NC(=O)c2cc3c(=O)n4ccccc4nc3n2C)cc1OC | -2 | 1.1 | -4 | -21 | 1 | -15 | -0.5 | 98 | 1
COc1cccc(NC(=O)CSc2nc3c(sc4ccccc43)c(=O)n2CCN(C)C)c1 | 4 | -0.3 | 12 | -2 | 5 | 3 | -2.2 | 147* | 28
COc1cccc(-c2ccc(SCC(=O)NC3CCCC3)nn2)c1 | -1 | 0.6 | -5 | 5 | 4 | -14 | -2.1 | 101 | 6
